OX1R FRET antag – blocks the human orexin 1 receptor | O43613 | OX1R-expressing cells, FRET antagonist read-out | inhibition, % at 6.6 µM | hit rate 1.8% among 330,000 | AID 485270; in the data active = inhibition mostly above about 38%, no sharp cut-off; inactive = mostly below about 40%;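 also: 0% = agonist challenge alone and 100% = reference antagonist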
Target sequence (O43613 whole entry, looked up): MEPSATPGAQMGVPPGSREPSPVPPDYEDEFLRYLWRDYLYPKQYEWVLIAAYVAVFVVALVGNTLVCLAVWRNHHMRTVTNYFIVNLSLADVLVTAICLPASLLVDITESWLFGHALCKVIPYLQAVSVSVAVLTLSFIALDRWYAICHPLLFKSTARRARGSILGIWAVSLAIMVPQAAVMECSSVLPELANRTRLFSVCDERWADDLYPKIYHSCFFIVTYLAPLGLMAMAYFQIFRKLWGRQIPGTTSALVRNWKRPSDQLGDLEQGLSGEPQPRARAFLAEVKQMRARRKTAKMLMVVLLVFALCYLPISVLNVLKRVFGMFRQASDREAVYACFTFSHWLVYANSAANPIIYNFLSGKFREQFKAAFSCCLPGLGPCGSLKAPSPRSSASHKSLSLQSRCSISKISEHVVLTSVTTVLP
STK33 kinase inh – inhibitors of human STK33 kinase | purified STK33, MBP phosphorylation, ADP-Glo luminescence | inhibition, % at 10 µM | hit rate 0.073% among 320,000 | AID 2661;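 active = inhibition at or above 25%, using the most active replicate where run in duplicate; inactive = inhibition below 25%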
Target sequence (Q9BYT3 whole entry, looked up): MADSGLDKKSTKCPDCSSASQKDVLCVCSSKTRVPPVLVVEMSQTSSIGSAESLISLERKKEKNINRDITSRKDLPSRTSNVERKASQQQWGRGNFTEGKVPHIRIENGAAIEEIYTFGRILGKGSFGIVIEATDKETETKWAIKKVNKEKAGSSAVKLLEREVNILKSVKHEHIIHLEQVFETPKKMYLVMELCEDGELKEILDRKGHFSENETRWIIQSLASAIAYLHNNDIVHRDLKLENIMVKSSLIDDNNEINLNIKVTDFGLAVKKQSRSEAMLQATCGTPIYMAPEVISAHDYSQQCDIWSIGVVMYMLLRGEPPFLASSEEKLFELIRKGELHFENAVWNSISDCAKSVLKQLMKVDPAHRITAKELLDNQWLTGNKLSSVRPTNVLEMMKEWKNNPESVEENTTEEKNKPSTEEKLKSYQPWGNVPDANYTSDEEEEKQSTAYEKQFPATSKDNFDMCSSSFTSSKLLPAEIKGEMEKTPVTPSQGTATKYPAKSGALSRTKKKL
KCNQ2 inh – KCNQ2 channel blockers in CHO-K1 cells – cell-based, FluxOR thallium flux, B-score, primary screen (AID 2156) | O88943 | 20 min; hits give low values | B-score at 10 µM | hit rate 1.1% among 310,000;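 active = fluorescence ratio B-score at most minus 3 library SDs, with starting brightness B-score within 2 library SDs, cut at about -5.5 in these data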
An asterisk follows results filed as active; i = inactive; x = not tested or not shown.

| OX1R FRET antag | STK33 kinase inh | KCNQ2 inh | mol |
| --- | --- | --- | --- |
| 6 | -0.4 | i | CCN1C(=O)CC(N2CCC(C(=O)OC)CC2)C1=O (stereo not given) |
| 16 | -1.4 | i | CCCCN(C(=O)c1cccc(S(=O)(=O)N2CCN(C)CC2)c1)c1c(N)n(CCC)c(=O)[nH]c1=O |
| 1 | -1.5 | i | CCOc1ccc(CNC(=O)CCS(=O)(=O)Cc2ccc(C)cc2)cc1OC |
| 10 | -0.9 | i | CNc1cccccc1=S |
| 14 | 0.1 | i | Cc1cc(C)c(C(=O)CSc2nnc(-c3cccnc3)n2C)c(C)c1 |
| -2 | -1.5 | x | COc1cccc(NC(=O)COC(=O)CCC2CCCC2)c1 |
| 18 | -1.0 | i | Clc1ccc(OCCSc2nnnn2C2CCCCC2)cc1 |
| 18 | 2.5 | i | CC(=O)C1=C(O)C(=O)N(CC#N)C1c1cccs1 (stereo not given) |
| 10 | -0.2 | i | Cn1c(SCC(=O)c2ccccc2)nnc1-c1cccnc1 |
| 1 | -1.5 | i | C=CCn1c(SCC(=O)NC2CC2)nnc1-c1ccccn1 |
| 7 | 0.5 | i | O=c1[nH]c2ccccc2cc1CN(c1ccccc1)S(=O)(=O)c1ccccc1 |
| 23 | 17 | i | CC(=NCc1ccco1)C1=C(O)c2ccccc2C1=O |
| 4 | 0.4 | i | Cn1c(=O)c2c(ncn2CC(=O)N2CCCCCC2)n(C)c1=O |
| 8 | 0.5 | i | CN(Cc1ccccc1)c1ncnc2c1cnn2-c1ccccc1 |
| 0 | -2.3 | i | O=C(CCN1N=C(c2ccccc2)CCC1=O)NCC1CCCO1 (stereo not given) |
| 2 | -0.6 | i | Cc1ccnc(SCC(=O)Nc2c(C)n(C)n(-c3ccccc3)c2=O)n1 |
| 23 | -1.4 | i | CCOC(=O)c1[nH]c2ccc(OC)cc2c1NC(=O)c1cccc(OC)c1 |
| 3 | -1.6 | i | NNC(=O)COc1ccc(C(F)(F)F)cc1 |
| 4 | -1.2 | i | CC(Cc1ccsc1)NC(=O)CCc1nnc(COc2ccccc2)o1 (stereo not given) |
| 14 | -0.9 | i | COc1ccc(-c2cc(C(=O)OCC(=O)c3c(N)n(C)c(=O)n(C)c3=O)c3ccccc3n2)cc1 |
| 17 | 0.2 | i | O=C(CN1CCN(C2CCCCC2)CC1)Nc1ccccc1-c1ccccc1 |
| 3 | -0.8 | i | CC(=O)c1ccc(NC(=O)CCn2c(=O)oc3ccccc32)cc1 |
| 14 | 0.4 | i | COc1ccccc1N1CCN(C(=O)CNS(=O)(=O)c2ccc(Br)s2)CC1 |
| 14 | -0.3 | i | COc1cc(CCN2C(=O)N[C@@H](c3cccc(C(F)(F)F)c3)C(C(C)=O)=C2C)cc(OC)c1OC |
| 5 | -1.2 | i | COc1ccc2nc(SCC(=O)C(C)(C)C)[nH]c2c1 |

The listing continues.
| OX1R FRET antag | STK33 kinase inh | KCNQ2 inh | mol |
| --- | --- | --- | --- |
| 8 | -0.2 | i | CC(C)(C)C(=O)NCCCc1nc2ccccc2n1CCCOc1ccc(Cl)cc1 |
| 2 | -0.7 | x | C[C@H](NC(=O)c1ccco1)C(=O)Nc1cc(S(=O)(=O)N2CCCC2)ccc1OCC(F)(F)F |
| 17 | 3.7 | i | COc1cc(Cl)c(C)cc1NC(=O)CSc1cc(Cl)ccc1Cl |
| 13 | 0.7 | i | COc1ccc(NC(=O)C2CCCN(S(=O)(=O)c3ccc4c(c3)oc(=O)n4C)C2)cc1OC (stereo not given) |
| 30 | 0.2 | i | CCOc1ccc(CCNC(=O)C(CCC(N)=O)NC(=O)OCc2ccccc2)cc1OCC (stereo not given) |
| 22 | 5.3 | i | CCN1CCN(c2nc(-c3ccncc3)nc3ccccc23)CC1 |
| 5 | -0.6 | i | C=CCn1cc(C(=O)NCCOC)c(=O)c2cc(S(=O)(=O)N(CC)CC)ccc21 |
| -3 | -2.3 | i | OC(COc1c(F)cc(Br)cc1F)CN1CCN(c2ccc(F)cc2)CC1 (stereo not given) |
| 27 | 29* | i | Cc1occc1C(=O)N/N=C/c1ccc(N(C)C)cc1 |
| 19 | 3.1 | i | O=C(CN1c2ccccc2S(=O)(=O)c2ccccc21)NCc1ccc(F)cc1 |
| 17 | -1.2 | i | CCn1c(-c2cc(-c3ccc(C)c(C)c3)nc3ccccc23)n[nH]c1=S |
| 9 | -0.7 | i | O=C(Nc1ccc(F)cc1)N1CCN(c2ccc(F)cc2)CC1 |
| 6 | -1.0 | i | CCN(CC)CC#Cc1ccc(C)cc1 |
| -3 | -0.5 | i | COc1ccccc1CNC(=O)COC(=O)Cc1cccs1 |
| 29 | -1.8 | i | COc1ccc(NC(=S)Nc2cccc3ccccc23)cc1OC |
| 11 | -1.4 | i | COc1ccc(/C=N/NC(=O)CSc2nnc(CCCc3ccc(OC)c(C)c3)o2)cc1 |
| 7 | -1.0 | i | O=C(O)c1ccc(-n2nnnc2SCc2cccc(Br)c2)cc1 |
| 23 | -0.6 | i | COC(=O)CCc1c(C)[nH]c(C(=O)OCc2ccccc2)c1C |
| 4 | 2.4 | i | Cc1cc(=O)oc2c3c(cc(OCC(=O)N[C@@H](Cc4ccccc4)C(=O)O)c12)OC(C)(C)CC3 |
| 7 | -1.4 | i | O=C(CSc1n[nH]c(=O)[nH]c1=O)Nc1cccc(S(=O)(=O)N2CCOCC2)c1 |
| 13 | -0.3 | i | COc1ccc(-c2nc(=S)n3ccsc3n2)cc1OC |
| 21 | -3.0 | x | CON(C)S(=O)(=O)c1cccc(C(=O)N(CC(=O)Nc2ccccc2C(F)(F)F)Cc2ccco2)c1 |
| 10 | -1.2 | i | O=C(Nc1ccc(F)cc1F)N1CCC(c2nc3ccccc3o2)CC1 |
| 19 | -0.7 | i | COc1ccc(O)c(C(=O)c2cc(C#N)c(=O)n(-c3c(C)n(C)n(-c4ccccc4)c3=O)c2)c1 |
| 3 | -0.7 | i | CCN(C(=O)CN1C(=O)c2ccccc2S1(=O)=O)C1CCCCC1 |

Grouped by structure, those above containing fluorine (8)
| OX1R FRET antag | STK33 kinase inh | KCNQ2 inh | mol |
| --- | --- | --- | --- |
| 3 | -1.6 | i | NNC(=O)COc1ccc(C(F)(F)F)cc1 |
| 14 | -0.3 | i | COc1cc(CCN2C(=O)N[C@@H](c3cccc(C(F)(F)F)c3)C(C(C)=O)=C2C)cc(OC)c1OC |
| 2 | -0.7 | x | C[C@H](NC(=O)c1ccco1)C(=O)Nc1cc(S(=O)(=O)N2CCCC2)ccc1OCC(F)(F)F |
| -3 | -2.3 | i | OC(COc1c(F)cc(Br)cc1F)CN1CCN(c2ccc(F)cc2)CC1 (stereo not given) |
| 19 | 3.1 | i | O=C(CN1c2ccccc2S(=O)(=O)c2ccccc21)NCc1ccc(F)cc1 |
| 9 | -0.7 | i | O=C(Nc1ccc(F)cc1)N1CCN(c2ccc(F)cc2)CC1 |
| 21 | -3.0 | x | CON(C)S(=O)(=O)c1cccc(C(=O)N(CC(=O)Nc2ccccc2C(F)(F)F)Cc2ccco2)c1 |
| 10 | -1.2 | i | O=C(Nc1ccc(F)cc1F)N1CCC(c2nc3ccccc3o2)CC1 |

Next results:
| OX1R FRET antag | STK33 kinase inh | KCNQ2 inh | mol |
| --- | --- | --- | --- |
| 28 | -1.9 | i | Cc1ccc(C)c(N2CCN(c3ccc(N4C(=O)COCC4=O)cc3[N+](=O)[O-])CC2)c1 |
| 27 | -0.8 | i | c1ccc(-c2nc(-c3ccco3)n3ccccc23)cc1 |
| 74* | -1.8 | i | Cc1cccc(/C=N/NC(=O)c2cc(C3CC3)nc3ccccc23)n1 |
| 17 | -1.6 | i | COc1ccccc1CNCC(=O)Nc1cc(S(=O)(=O)N2CCCCCC2)ccc1Cl |
| 25 | -0.7 | i | CC(=O)c1cccc(NC(=O)c2ccoc2C)c1 |
| 17 | -1.2 | i | Cc1[nH]nc2c1C(=O)CCC2 |
| 12 | -0.4 | i | COCCNC(=O)c1cccc(OC2CCN(Cc3cccc(SC)c3)CC2)c1 |
| 9 | -1.0 | i | CC(=O)c1cccc(NC(=O)COc2ccc3oc(=O)cc(C)c3c2)c1 |
| 4 | -1.0 | i | C/C(=C\C(=O)C(F)(F)F)Nc1ccc(C)cc1 |
| 40 | -2.6 | i | COC(=O)C1=C(C(=O)OC)C2(OC1c1ccccc1C)C(=O)c1ccccc1C2=O (stereo not given) |
| 11 | 0.0 | i | CC(C)CN(C(=O)COC(=O)Cc1ccc(Cl)cc1)c1c(N)n(Cc2ccccc2)c(=O)[nH]c1=O |
| 13 | -1.7 | i | Cc1sc2ncn(CC(=O)NCC(=O)N3CCN(c4ccccc4F)CC3)c(=O)c2c1C |
| 0 | -2.8 | i | COc1ccccc1CNC(=O)c1cn(C)c2ccc(S(=O)(=O)N3CCCC3)cc2c1=O |
| 8 | -0.1 | x | CCc1nnc(NC(=O)c2ccc(-c3ccc(C(C)=O)cc3)o2)s1 |
| 11 | -0.5 | i | COc1cccc(C(=O)Nc2cccc(-c3ccc(N4CCOCC4)nn3)c2)c1 |
| 23 | -0.7 | i | CSc1nccc(NC(=O)c2ccc(C(C)(C)C)cc2)n1 |
| 10 | -3.2 | x | Cc1cc(OCC(=O)Nc2ncn[nH]2)ccc1Cl |
| 22 | -1.0 | i | O=S(=O)(N/N=C/c1ccc2c(c1)OCO2)c1ccc(Br)cc1 |
| 17 | 1.2 | i | COc1ccc(Nc2nc(C)nc3sc4c(c23)CCC4)cc1O |
| 18 | -1.3 | i | Nc1nc(-c2ccccc2Br)cs1 |
| 19 | -2.5 | i | COc1ccc(CCN2C(=O)NC(NC(=O)C(C)(C)C)(C(F)(F)F)C2=O)cc1OC (stereo not given) |
| 6 | 1.6 | i | O=c1c2ccccc2ncn1CCCCOc1ccc(Br)cc1 |
| 29 | -0.6 | i | Cc1ccc(OCCNC(=O)CCc2ccccc2)cc1C |
| 11 | -1.3 | i | Cc1ccc(NS(=O)(=O)c2ccc(NC(=O)CSc3ccc(Cl)cc3)cc2)c(C)c1 |
| 16 | -0.2 | i | O=C(O)c1ccccc1CSc1nnc2c(n1)[nH]c1ccccc12 |

Next part.
| OX1R FRET antag | STK33 kinase inh | KCNQ2 inh | mol |
| --- | --- | --- | --- |
| 18 | 1.0 | i | CN(c1nc(-c2ccc(Br)cc2)cs1)C1CCS(=O)(=O)C1 (stereo not given) |
| 10 | -1.5 | i | CC(C(=O)NCc1ccccc1)N1C(=O)CN(C)C(=O)c2ccccc21 (stereo not given) |
| 7 | -0.7 | x | COc1ccc(NC(=O)CN(C)C(=O)Cc2c[nH]c3ccccc23)cc1 |
| 3 | -2.0 | i | COc1cccc(CC2(CO)CCCN(Cc3cn[nH]c3-c3ccccc3)C2)c1 (stereo not given) |
| 11 | 0.0 | i | Cn1ccnc1SCC(=O)Nc1cccc2ccccc12 |
| 28 | -1.7 | i | Cn1c(=O)c(-c2ccccc2[N+](=O)[O-])c(Cl)c2ccccc21 |
| 27 | -2.4 | i | O=C(C1CCC(=O)N1Cc1ccccc1Cl)N1CCN(c2cccc(Cl)c2)CC1 (stereo not given) |
| 2 | -0.5 | i | O=C1CC(c2ccccc2Cl)C2=C(COC2=O)N1 (stereo not given) |
| 14 | 1.0 | i | COc1cc(C)c(Br)cc1S(=O)(=O)NCCN1CCOCC1 |
| 13 | 0.0 | i | O=C(NC1CCCC1)C1C2C=CC3(CN(Cc4cccs4)C(=O)C13)O2 (stereo not given) |
| -7 | -0.9 | i | CCOC(=O)NC(=O)CSc1nnc(C2CC2)n1Cc1ccco1 |
| 18 | -1.1 | i | N=c1c2c3c(sc2ncn1Nc1ccccc1)CCC3 |
| 12 | 0.0 | i | O=C(CSc1ncccc1-c1nc2ccccc2[nH]1)NC1CC1 |
| -4 | 1.1 | i | Cn1cccc1C(=O)NCC1CCCCC1 |
| 31 | 0.9 | i | Cc1ccc(C2=[N+]([O-])C3(CCCCC/C3=N\O)N(O)C2(C)C)o1 (stereo not given) |
| 26 | -0.4 | i | CC(=O)Oc1cccc(N2C(=O)c3ccccc3C2=O)c1 |
| 5 | 0.0 | x | Cc1nn(C)c(C)c1NC(=O)COc1ccc(Cl)cc1Br |
| 29 | -0.7 | i | COCCN(C(=S)Nc1cccc(OC)c1)C1CCN(C(C)=O)CC1 |
| 5 | -3.1 | i | COc1ccc(C(=O)NCCc2nnc3ccc(SCC(=O)NCc4ccccc4)nn23)cc1 |

Looked up by compound from above:
| OX1R FRET antag | STK33 kinase inh | KCNQ2 inh | mol |
| --- | --- | --- | --- |
| 27 | -2.4 | i | O=C(C1CCC(=O)N1Cc1ccccc1Cl)N1CCN(c2cccc(Cl)c2)CC1 (stereo not given) |
| 12 | 0.0 | i | O=C(CSc1ncccc1-c1nc2ccccc2[nH]1)NC1CC1 |
| 2 | -0.5 | i | O=C1CC(c2ccccc2Cl)C2=C(COC2=O)N1 (stereo not given) |
| 10 | -1.5 | i | CC(C(=O)NCc1ccccc1)N1C(=O)CN(C)C(=O)c2ccccc21 (stereo not given) |
| 3 | -2.0 | i | COc1cccc(CC2(CO)CCCN(Cc3cn[nH]c3-c3ccccc3)C2)c1 (stereo not given) |

High-throughput results: PubChem BioAssay, several laboratories
